S100A4 inh HTS – blocks human S100A4 binding to myosin IIA peptide; P26447; actives 0.14% (n = 360,000); inhibition, % at 10.7 µM; S100A4/TAMRA-MyoIIA peptide fluorescence polarization;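 active means mean inhibition of at least 70% across replicates, with every replicate also reaching that level; inconclusive means mean inhibition reaches 70% but some replicates fall short; inactive means mean inhibition below 70%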
Target sequence (P26447 whole entry, looked up): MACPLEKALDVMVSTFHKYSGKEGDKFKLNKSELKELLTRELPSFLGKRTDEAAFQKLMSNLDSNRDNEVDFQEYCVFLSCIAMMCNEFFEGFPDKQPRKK
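Test system – S100A4 monomer (human) · Compound – single-point compound testing · Schedule – 5 min incubation before reading · Probe or stimulus – TAMRA-labelled myosin IIA heavy-chain peptide probe, 5 nM · Benchmarks – neutral control DMSO, positive control TFP · Medium – Calcium-containing HEPES buffer, pH 7.2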
C2C12 statin – suppressors of simvastatin-induced myotoxicity in C2C12 myotubes; ATP luminescence, 48 h; scaled: DMSO 0, geranylgeraniol control 100; rescue of ATP level, % at 7.49 µM; actives 0.78% (n = 330,000); AID 602340;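 active means mean ATP rescue above about 67%, or every replicate alone reaching that limit, limit read from the data, passing the limit was not always enough; inconclusive means no clear call, values can overlap the other calls; inactive means mean under the limit and some replicate under it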;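 further: myotubes were challenged with 10 µM simvastatin during compound exposure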
SIRT5 block – inhibitors of human sirtuin-5 desuccinylase; Q9NXA8; AID 652115; Purified SirT5, succinyl-peptide AMC, trypsin-coupled fluorescence; inhibition, % at 15 µM; actives 1.1% (n = 330,000); in the data active means inhibition above about 15%; inconclusive means no clear call, values can overlap the other calls
Target sequence (Q9NXA8 whole entry, looked up): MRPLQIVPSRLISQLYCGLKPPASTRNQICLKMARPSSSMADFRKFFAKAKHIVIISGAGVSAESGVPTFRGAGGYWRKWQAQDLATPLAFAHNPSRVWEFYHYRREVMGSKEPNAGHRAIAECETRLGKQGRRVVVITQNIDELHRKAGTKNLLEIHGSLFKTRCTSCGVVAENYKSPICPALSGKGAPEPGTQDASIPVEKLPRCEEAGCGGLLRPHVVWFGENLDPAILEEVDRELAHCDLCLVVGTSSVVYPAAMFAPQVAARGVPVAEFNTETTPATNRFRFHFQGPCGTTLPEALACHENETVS
CASP6 VEID inh – caspase-6 (human) enzyme inhibition | P55212 | purified caspase-6, Z-VEID-R110 cleavage fluorescence | inhibition, % at 12.5 µM | actives 0.53% (n = 350,000) | AID 686996;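 active means mean inhibition across replicates at least about 35%, with every replicate also reaching that limit, limit read from the data; inconclusive means only one of the two criteria met; inactive means neither criterion met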;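 further: 0% = median of neutral control wells and 100% = no fluorescence left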
Target sequence (P55212 24-179 limits assumed): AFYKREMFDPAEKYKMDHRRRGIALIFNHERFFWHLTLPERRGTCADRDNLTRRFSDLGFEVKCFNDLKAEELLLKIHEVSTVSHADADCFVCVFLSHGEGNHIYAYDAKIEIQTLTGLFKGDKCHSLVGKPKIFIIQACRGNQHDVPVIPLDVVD
Target sequence (P55212 194-293 limits assumed): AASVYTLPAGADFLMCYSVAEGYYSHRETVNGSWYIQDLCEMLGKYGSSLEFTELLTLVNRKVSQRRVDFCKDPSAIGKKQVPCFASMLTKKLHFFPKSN
LGR2 inh – blocks bursicon-induced cAMP signaling via Drosophila LGR2; AID 720647; actives 0.35% (n = 380,000); inhibition, % at 9.99 µM; HEK293 LGR2, CRE-luciferase, bursicon-stimulated, 4 h;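 active means drop in luminescence signal, shown as inhibition above about 50% in the replicate tests, limit read from the data, passing the limit was not always enough; inconclusive means probably only some replicates passing the limit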;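 further: agonist challenge used bursicon conditioned medium at about half maximal strength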
FN deposit inh – fibronectin deposition inhibition. AH1F fibroblasts, Alexa488-fibronectin deposition fluorescence, overnight. inhibition, % at 12.6 µM. actives 0.086% (n = 350,000);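 active means mean inhibition across replicates of 30% or more, regardless of how many single replicates reach that level; inconclusive means mean under 30% yet at least half of replicates reach 30%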;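 further: positive control wells lacked labelled fibronectin entirely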
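Material: AH1F fibroblast monolayer depositing Alexa488-labelled fibronectin into matrix | Input: 10000 AH1F cells/well | Medium: DMEM plus 2% serum, read in PBS | Reagent: Alexa488-fibronectin, 24 nM final in well | Compound dosing: One dose per compound, pinned | Schedule: 1 h adhesion, overnight exposure | Measured by: Fluorescence at 485 nm excitation, 525 nm emission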
esBAF inh – SWI/SNF esBAF complex inhibition; AID 602393; reporter increase, % at 12.5 µM; mouse ES cells, Bmi1-luciferase knock-in reporter, 24 h; 100% = twice the neutral-well signal; actives 2% (n = 350,000); in the data active means activation above about 40%; inconclusive means no clear call, values can overlap the other calls;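 further: 0% = median of the plate's neutral control wells and 100% = double that signal; a rise in the Bmi1 reporter signal indicates esBAF inhibition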
The depositor's hits bear a star; ? = inconclusive; . = no result given; & = joins results of further samples. A portion of the library (hit frequency here may not be typical).

SMILES	S100A4 inh HTS	C2C12 statin	SIRT5 block	CASP6 VEID inh	LGR2 inh	FN deposit inh	esBAF inh
CC(C)(C)OC(=O)N[C@H]1C=C[C@@H](CC(=O)OCC(F)(F)F)C1	-3	.	.	13	-8	1	.
CCC(=O)c1cc2c(C)cc(=O)oc2c(C)c1OC	.	3	.	.	.	-4	-3
Fc1ccc(F)c(CN2[C@@H]3CNC[C@H]2C3c2ccc(-c3ccncc3)cc2)c1 (some centres not stated)	-6&-16	.	11&0	1&-24	4&-6	-13&-3	.
C[C@@H](NC(=O)C[C@H]1C=C[C@@H](NC(=O)Cc2ccccn2)[C@@H](CO)O1)c1ccccc1	12	6	-1	-1	-5	4	-3
Cc1cccc(-c2nc(=S)c3c(o2)CCCC3)c1	.	-14	.	.	29	2	26
CCCn1c(=O)[nH]c(=O)c2c1nc(-c1ccc(C#N)cc1)n2CCOC	0	-46	-48	2	10	-5	-1
CCn1c(CNc2cccc(C(F)(F)F)c2)n[nH]c1=S	-4	.	-1	4	11	3	.
CC(=O)Nc1cccc(-c2cc(NC=O)c3ncc(-c4cccc(C(C)=O)c4)n3c2)c1	-3	-34	-3	2	-7	3	6
Cc1ccc(-n2cc(-c3ccccc3)c3c(N4CCN(C)CC4)ncnc32)cc1	9	.	-1	1	-16	4	.
COC(C(=O)NC1CC1)c1ccccc1 (configuration not stated)	-3	.	-6	0	-10	3	.
COc1ccccc1C(=O)Nc1ccc2c(c1)OC[C@@H](C)N(CC1CC1)C[C@@H](C)[C@H](OC)CN(C)C2=O	.	4	.	.	6	2	0
Nc1nnc(-c2cccc([N+](=O)[O-])c2)o1	11	.	-3	1	9	-3	.
COC(=O)CC(=O)O[C@H]1C=C[C@@H](NC(=O)OC(C)(C)C)C1	-6	-3	-2	-1	-3	0	-2
Cc1noc(C)c1NC(=O)Nc1ccc2c(c1)CC(=O)N([C@H](C)CO)C[C@@H](C)[C@@H](CN(C)Cc1ccc(C(=O)Nc3ccccc3N)cc1)O2	-42	.	.	0	5	-7	.
Cc1cccc(C)c1-n1nnnc1C(c1ccnc2ccccc12)N1CCN(CC(=O)NC(C)C)CC1 (configuration not stated)	-1	.	-3	-2	-5	14	.
CCCN(C)C[C@@H]1Oc2cc(C#Cc3ccccc3)ccc2S(=O)(=O)N([C@@H](C)CO)C[C@@H]1C	3	9	-1	-2	15	0	-2
O=C(N/N=C\c1ccccc1OCc1ccccc1)c1ccco1	2	.	-1	-5	14	-9	.
NC(N)=NN=C(c1ccc(F)cc1)c1ccc(C(F)(F)F)cc1	2	.	.	26	?	.	.
O=C1CC2(CCN1)CCN(Cc1ccccc1)CC2	17	.	.	-23	1	.	.
COc1ccccc1Cn1c(=S)[nH]c2cc(C(=O)N3CCN(c4ccccc4OC)CC3)ccc2c1=O	0	-46	6	-1	0	13	-1
Cc1ccc2c(c1)c1n[nH]c(=S)nc1n2CCc1ccccc1	-2	.	-1	-2	0	-11	.
COc1ccc([C@@H]2CC=C(C(=O)O)[C@H](c3ccc(C(C)(C)C)cc3)N2S(=O)(=O)c2ccc(C)cc2)cc1OC	-3	1	-2	0	-23	1	3
CCOc1ccc(C(=O)Nc2ccccc2N2CCN(C(=O)c3ccccc3)CC2)cc1[N+](=O)[O-]	-7	.	-2	1	-7	10	.
CS(=O)(=O)Nc1ccc2c(c1)[C@@H]1C[C@H](CC(=O)NC3CCCC3)O[C@H](CO)[C@@H]1O2	-52	-5	-2	-6	-4	.	-5
CN(Cc1cnccn1)C(=O)CC1C(=O)NCCN1Cc1cccc(Oc2ccccc2)c1 (configuration not stated)	8	-5	-3	-1	4	2	9
O=C(Nc1cccc(O)c1)c1ccc(C(=O)c2ccccc2)o1	5	.	-3	2	-67	11	.
O=C(NCCc1ccc(F)cc1)c1ccc(NS(=O)(=O)c2ccc3[nH]c(=O)[nH]c3c2)cc1	-7	0	0	4	8	-1	6
O=C1c2ccccc2NC(c2cccc(O)c2)N1NS(=O)(=O)c1ccccc1 (configuration not stated)	-2	4	-6	1	19	4	-6
CC(=O)N1CCN(c2ccc(NC(=O)c3cccc(Cl)c3)cc2)CC1	-9	-19	3	-2	-55	-3	?
CC1(NC(=O)CCc2nc3sc4c(c3c(=O)[nH]2)CCCC4)CCS(=O)(=O)C1 (configuration not stated)	-1	1	-1	29	0	-9	-3

Compound profiles, as listed above.
`CCCN(C)C[C@@H]1Oc2cc(C#Cc3ccccc3)ccc2S(=O)(=O)N([C@@H](C)CO)C[C@@H]1C` as listed: S100A4 inh HTS = 3; C2C12 statin = 9; SIRT5 block = -1; CASP6 VEID inh = -2; LGR2 inh = 15; FN deposit inh = 0; esBAF inh = -2
`COC(=O)CC(=O)O[C@H]1C=C[C@@H](NC(=O)OC(C)(C)C)C1` as listed: S100A4 inh HTS = -6; C2C12 statin = -3; SIRT5 block = -2; CASP6 VEID inh = -1; LGR2 inh = -3; FN deposit inh = 0; esBAF inh = -2
`CCOc1ccc(C(=O)Nc2ccccc2N2CCN(C(=O)c3ccccc3)CC2)cc1[N+](=O)[O-]` as listed: S100A4 inh HTS = -7; C2C12 statin = .; SIRT5 block = -2; CASP6 VEID inh = 1; LGR2 inh = -7; FN deposit inh = 10; esBAF inh = .

The list continues.
SMILES	S100A4 inh HTS	C2C12 statin	SIRT5 block	CASP6 VEID inh	LGR2 inh	FN deposit inh	esBAF inh
Cc1ccc(S(=O)(=O)N(C)C[C@H]2Oc3ccc(NC(=O)CCCN(C)C)cc3CC(=O)N([C@H](C)CO)C[C@H]2C)cc1	3	4	-7	-2	-4	.	6
CCC1=C(OC(=O)N(CC)CC)N2C(=O)OC(=NCCc3c[nH]c4ccccc34)[C@]2(Cc2ccccc2)[C@H]2C1=CC[C@H]1C(=O)N(CC)C(=O)[C@H]12	-7	3	.	.	.	8	10
O=C(C[C@H]1C=C[C@H](NC(=O)c2ccccc2)[C@H](CO)O1)NCc1ccncn1	3	-2	-3	1	0	.	-2
C/C=C/c1ccc2c(c1)O[C@H](CN(C)Cc1ccccc1F)[C@@H](C)CN([C@H](C)CO)S2(=O)=O	6	.	8	0	-4	.	-2
COCCN(C(=S)Nc1c(C)cccc1C)C(C)c1cccnc1 (configuration not stated)	0	0	-3	-2	-2	2	-1
CNCc1nc2ccccc2[nH]1	-7	.	1	-3	0	.	.
CC(C)NC(=O)N(C)C[C@@H]1OCc2ccccc2-c2c(n(C)c3ccccc23)C(=O)N([C@H](C)CO)C[C@@H]1C	0	-13	-5	1	5	8	9
CCOc1ccc(OCC)c(NC(=O)C2CCN(S(=O)(=O)c3cnc[nH]3)CC2)c1	.	-8	.	.	.	-10	-4
O=C(CC1Sc2ccccc2NC1=O)OCc1cc(=O)oc2cc(O)ccc12 (configuration not stated)	-5	.	-50	15	-24	2	.
OC[C@H]1[C@@H](c2ccc(C#CC3CC3)cc2)[C@H]2CN(CCC(F)(F)F)CCCCN21	-6	.	5	-1	.	.	.
NC(=O)c1cc(-c2csc(NCCc3ccccc3)n2)ccc1O	-4	28	-2	-1	-3	-1	6
O=C(O)[C@@H]1C[C@@H](O)CN1	2	.	2	-4	4	-2	.
COc1ccc(C(=O)Nc2cccc(/C=C(/CCC(=O)O)c3nc4ccccc4s3)c2)cc1	2	.	1	4	-95	5	.
CCCOc1ccc(OCCn2nc(C(=O)O)c3ccccc3c2=O)cc1	-5	.	-4	2	-4	-12	.
COc1ccc(-c2csc(NC(=O)c3cccs3)c2C(=O)O)cc1OC	2	.	0	0	-12	-4	.
CC(C)C[C@@H]1O[C@H](CCc2ccccc2)Cc2[nH]c(=S)[nH]c(=O)c21	-3	.	-1	1	11	.	.
Cc1ccc(NC(=O)CN(C)C(=O)c2ccc(Cl)c([N+](=O)[O-])c2)cc1	-8	-5	-3	8	-7	8	-12
O=C(NCC[C@H]1CC[C@H](NC(=O)Nc2cc(F)ccc2F)[C@@H](CO)O1)Nc1ccc(Cl)cc1	.	-8	.	.	-10	6	21
CCCCOc1ccc(/C=C/C(=O)OCC(=O)NC2CCS(=O)(=O)C2)cc1OCC (configuration not stated)	0	.	-2	2	14	-3	.
CCCN(CCC)CC(O)Cn1cc(/C=C/C(=O)c2ccccc2)c2ccccc21 (configuration not stated)	-1	-6	-2	5	25	3	6
COc1cccc(-c2ccc(NC(=O)C3CCCN(Cc4cnn(C)c4C)C3)cc2)c1 (configuration not stated)	-7	-17	2	-5	3	0	-3
Cc1cc(NC(=O)CSc2nnc(-c3ccco3)o2)no1	0	5	0	5	15	.	-5
Cc1cc(C)c(S(=O)(=O)Nc2ncccc2C)c(C)c1	-1	9	-1	-1	4	23	2
Cc1ccc(NC(=O)CNC(=O)N2CC(=O)Nc3ccccc32)cc1F	-2	6	-6	-1	-6	0	4
COc1cccc(S(=O)(=O)NCc2ccc(C(=O)N3CCN(c4ccccc4)CC3)cc2)c1	-1	-24	-2	0	-15	-4	0
O=C(Nc1nnc(S(=O)(=O)N2CCCC2)s1)c1ccccc1Cl	1	-14	0	-1	-7	.	8
COc1ccc(C(=O)NCC2CCCCC2)cc1S(=O)(=O)N1CCOCC1	-12	5	.	-1	-13	-1	8
O=C(COC(=O)/C=C/c1ccco1)NCc1ccc2c(c1)OCO2	-2	10	10	14	-6	5	2
CC1(C)CC(=O)C(C=NC2CC(C)(C)NC(C)(C)C2)=C(O)C1	.	9	.	.	-2	.	-1
COc1ccccc1C(=O)Nc1ccccc1N1CCN(C(=O)c2ccc(Cl)cc2)CC1	-4	0	-3	1	0	1	-6
CC1(C(=O)NS(=O)(=O)c2ccc3ccccc3c2)CCN1C(=O)Cc1ccc(-c2ccccc2)cc1 (configuration not stated)	3	3	-5	6	10	2	-6
CC1Cc2ccccc2N1C(=O)COC(=O)Cc1ccc(F)cc1 (configuration not stated)	4	6	-2	5	-4	0	-2
CCCC#Cc1ccc2c(c1)O[C@H](CN(C)Cc1ccncc1)[C@@H](C)CN([C@H](C)CO)S2(=O)=O	15	-77	4	0	-10	.	-8
CC=Cc1ccc2n(c1=O)C[C@@H]1[C@@H](CO)[C@H](C(=O)NC3CCCCC3)N(C(=O)C3CC3)[C@H]21 (mixture of isomers)	6	-4	4	1	-15	.	0
OC[C@H]1[C@H](c2ccc(-c3cccc(F)c3)cc2)[C@@H]2CN(CCC(F)(F)F)CCCCN12	.	8	.	.	2	.	-2
C=C1CCN([C@@H](C)C(=O)OCc2cccc(C)c2)S(=O)(=O)c2ccccc21	-1	4	.	3	5	0	3
Oc1c(Cl)cc(Cl)cc1C=Nc1ccc2c(c1)OCCO2	.	-2	.	.	.	8	-13
N#CC1=C(N)NC(SCC(=O)c2ccc(Cl)cc2)=C(C#N)C12CCCC2	-5	1	-1	0	17	.	-5
CCOC(=O)[C@]12CCCC=C1N(Cc1ccccc1)C(=O)[C@H](CC(=O)NCc1cccc3ccccc13)C2	4	.	0	-1	6	1	.
CC(C)NC(=O)/C(=N\O)c1ccccc1	.	-3	.	.	.	-9	3
CC(C)COC(=O)c1ccc(N2C(=O)c3ccccc3C2=O)cc1	-4	12	3	4	-2	-1	-3
CC1(C(=O)NS(=O)(=O)c2cccc(F)c2)CCN1C(=O)C/C=C/c1ccccc1 (configuration not stated)	5	6	-2	3	2	-4	0
CO/N=C/C(C(C)=O)C(=O)Nc1ccc(Cl)cc1Cl (configuration not stated)	-2	-6	0	1	0	0	4
CCC(=O)N1[C@H](CO)[C@@H](c2ccc(-c3cccnc3)cc2)[C@@H]1CN(C)C(C)=O	.	4	.	.	2	.	1
COc1cccc(NC(=O)N(C)C[C@@H]2OCc3cnnn3CCCC(=O)N([C@@H](C)CO)C[C@@H]2C)c1	-3	5	3	-2	4	11	3

Bioassay records as filed in PubChem BioAssay.
